# Her2 expr inh – inhibitors of Her2 protein expression, primary screen, SKBR-3 cells, AlphaScreen, 66K library; HER2 level % of control, % at 10 µM; SKBR-3 HER2 protein level, 18-24 h; hits give low values; actives 0.69% (n = 65,000);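 active = HER2 level under 5% of the carrier-only control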;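 note: 100% = DMSO carrier and 0% = 500 nM PU-H71 HSP90 inhibitor; lower value means stronger loss of Her2 protein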
# JNK3 inh – JNK3 kinase activity inhibitors, primary screen, biochemical, human, purified enzyme; Mitogen-activated protein kinase 10 (Homo sapiens), P53779; HTS; inhibition, % at 8 µM; actives 0.61% (n = 60,000); AID 746, 2007; in the data active = inhibition above about 17%;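 note: 0% = DMSO and 100% = reference inhibitor; many of its hits are not listed in these tables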
# Abs 340nm – compound light absorbance at 340 nm, profiling panel, artefact control, biochemical, MLSMR library, data from PS, PMK, MK assays. fold change at 10 µM. AID 708, 2007. compound absorbance at 340 nm, fold over control. 65,000 tested, under 10 active;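 active = at 10 µM dose, initial 340 nm absorbance at least 2 fold that of control wells; inactive = change under 2 fold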;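 note: initial absorbance extrapolated from kinetic A340 decline of NADH oxidation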
# Cdc25B inh – inhibitors of Cdc25B phosphatase catalytic domain, primary screen, biochemical, OMFP fluorescence | M-phase inducer phosphatase 2 (Homo sapiens), P30305 | inhibition, %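 (compounds tested at 10 µM final in the well)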 | recombinant Cdc25B, OMFP fluorescence Ex485/Em525 | actives 0.1% (n = 65,000) | AID 368, 2006; in the data active = inhibition above about 50%
# Target sequence (P30305 whole entry, looked up, the tested form may be a part): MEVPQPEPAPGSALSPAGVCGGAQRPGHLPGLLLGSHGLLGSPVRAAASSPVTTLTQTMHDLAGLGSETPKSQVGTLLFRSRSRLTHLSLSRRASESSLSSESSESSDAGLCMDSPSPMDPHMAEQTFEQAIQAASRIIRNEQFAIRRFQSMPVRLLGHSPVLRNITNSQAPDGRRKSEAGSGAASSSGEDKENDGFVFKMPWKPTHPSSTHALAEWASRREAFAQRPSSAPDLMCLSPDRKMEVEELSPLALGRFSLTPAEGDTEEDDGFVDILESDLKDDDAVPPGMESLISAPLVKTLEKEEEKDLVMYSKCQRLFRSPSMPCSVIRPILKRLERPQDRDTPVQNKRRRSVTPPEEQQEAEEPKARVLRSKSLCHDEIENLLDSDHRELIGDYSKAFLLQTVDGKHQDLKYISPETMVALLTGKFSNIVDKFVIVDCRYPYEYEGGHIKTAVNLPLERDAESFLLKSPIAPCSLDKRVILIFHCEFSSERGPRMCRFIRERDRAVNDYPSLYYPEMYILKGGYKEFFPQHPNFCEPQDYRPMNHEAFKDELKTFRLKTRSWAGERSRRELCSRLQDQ
# ROCK2 blocker – inhibitors of human ROCK2 kinase, primary screen, biochemical, high-throughput, luminescence | Rho-associated protein kinase 2 (Homo sapiens), O75116 | purified ROCK2, Kinase-Glo ATP depletion luminescence | inhibition, % at 6 µM | actives 0.35% (n = 60,000) | AID 604, 2007;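 active = inhibition above the screen-wide mean inhibition plus 3 SD, cut at about 18% in these data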;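 note: plate controls were DMSO wells for no effect and Y-27632 control wells after no-enzyme background subtraction for full effect; many of its hits are not listed in these tables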
# Hsp90 block – tumor Hsp90 inhibitors, primary screen, cell lysate, fluorescence polarization, NCI-N417 lysate; Heat shock protein HSP 90-alpha (Homo sapiens), P07900; Cy3B-geldanamycin FP displacement; inhibition, % at 30 µM; actives 0.35% (n = 64,000);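 active = inhibition above 50%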;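 note: 0% = tracer plus lysate wells and 100% = tracer alone without lysate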
# PKA inh – inhibitors of human PKA kinase activity, primary screen, biochemical, ATP-depletion luminescence, Kemptide substrate | inhibition, % at 6 µM | actives 0.1% (n = 65,000) | cAMP-dependent protein kinase catalytic subunit alpha (Homo sapiens), P17612 | PKA Kemptide phosphorylation, Kinase-Glo ATP luminescence;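 active = inhibition above the screen-wide mean inhibition plus 3 SD, cut at about 21% in these data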; note: many of its hits are not listed in these tables
# MKP-1 inh – MKP-1 phosphatase inhibitors, primary screen, biochemical, in vitro; Dual specificity protein phosphatase 1 (Homo sapiens), P28562; recombinant MKP-1, OMFP hydrolysis fluorescence; inhibition, %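 (compounds tested at a single concentration somewhere between 10 and 100 µM)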; actives 0.15% (n = 65,000); AID 374, 2006;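 active = inhibition above about 50%, limit read from the data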;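 note: 0% = DMSO max control wells and 100% = wells with enzyme stopped by NaOH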
# Target sequence (P28562 whole entry, looked up): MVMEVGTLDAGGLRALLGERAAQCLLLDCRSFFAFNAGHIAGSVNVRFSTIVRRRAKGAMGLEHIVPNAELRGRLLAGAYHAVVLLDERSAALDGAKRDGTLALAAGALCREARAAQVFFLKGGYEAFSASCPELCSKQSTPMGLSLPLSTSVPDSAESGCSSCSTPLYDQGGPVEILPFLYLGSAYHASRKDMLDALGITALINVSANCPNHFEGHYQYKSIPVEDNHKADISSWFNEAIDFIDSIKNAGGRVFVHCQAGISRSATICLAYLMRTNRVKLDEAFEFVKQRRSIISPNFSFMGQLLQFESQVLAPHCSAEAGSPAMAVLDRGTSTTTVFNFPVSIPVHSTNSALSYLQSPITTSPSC
# Autofluor 339 – intrinsic fluorescence of library compounds, ex339/em460 – biochemical, MLSMR library, data from DPM-DC assay, artefact control, profiling panel | fluorescence fold increase at 10 µM | compound autofluorescence, ex339/em460 nm, NADH buffer; hits give high values; 1 = no-compound wells, NADH background | actives 5.5% (n = 65,000);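 active = at 10 µM, mean starting fluorescence two-fold or more over control wells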;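 note: signal is the first read of a kinetic run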
# The depositor's hits bear a star; nt = no result given. This is a subset, so the mix of outcomes need not match the whole.
SMILES,Her2 expr inh,JNK3 inh,Abs 340nm,Cdc25B inh,ROCK2 blocker,Hsp90 block,PKA inh,MKP-1 inh,Autofluor 339
Clc1ccccc1-c1nnn(Cc2ccc(-c3nn[nH]n3)cc2)n1,75.0,0.2,1.05,-1.6,4.9,0.0,10.9,-0.5,1.14
COc1ccc(Br)cc1/C=c1\sc2nc(-c3ccco3)nn2c1=O,65.8,0.5,1.1,61.3*,6.1,-12.4,5.8,58.2*,1.07
Cc1noc(C)c1COC(=O)c1ccccc1NC(=O)Cc1ccccc1,94.7,13.0,1.02,-10.0,-1.4,-1.6,-4.1,-9.4,1.13
C1=C(c2ccc(-c3ccccc3)cc2)Nc2ncnn2C1c1ccco1 (stereo not drawn),17.9,1.4,1.08,4.6,5.5,-9.7,0.6,19.7,3.85*
CCOC(=O)N1CCC(NC(=O)CCc2c(C)nc3nc(C)nn3c2C)CC1,96.0,3.3,0.98,1.1,3.9,-2.0,-1.2,18.2,1.04
COCCN(C(=O)CNC(=O)c1cccs1)C(C(=O)NC1CCCC1)c1cccs1 (stereo not drawn),103.5,3.3,1,2.3,7.2,1.6,10.3,18.5,1.23
COc1ccc2[nH]c(=O)c(C(c3nnnn3C3CCCCC3)N3CCN(C)CC3)cc2c1 (stereo not drawn),115.0,-4.2,1.05,-9.0,-2.6,-0.8,-2.2,-0.6,4.47*
Cc1ccccc1C(=O)c1cccn1CC(=O)NCC1CCCO1 (stereo not drawn),81.7,-3.2,1.02,-7.6,4.3,-4.6,8.1,-5.8,1.07
COc1ccc(NC(=O)CC(NCCc2ccccc2)C(=O)O)c(OC)c1 (stereo not drawn),120.3,1.6,1.03,0.3,0.8,0.2,3.8,4.2,1.12
CCOc1ccc2nc(NC(=O)C3CCN(S(=O)(=O)c4cnc[nH]4)CC3)sc2c1,87.9,5.6,1.02,-6.5,-0.6,1.6,-5.1,22.9,1.06
CCC1CCCCN1Cc1nc2c(c(=O)n(C)c(=O)n2C)n1Cc1cccc2ccccc12 (stereo not drawn),101.8,3.0,1.04,-9.5,3.3,-2.9,9.4,-3.9,1.05
CCCc1[nH]nc2c1C(c1ccc(OC)c(Cn3nc(C)c(Br)c3C)c1)C(C#N)=C(N)O2 (stereo not drawn),-20.4*,-1.5,1.02,-8.4,-11.4,-5.1,4.6,13.4,1.11
CC(OC(=O)CCc1nc2ccccc2[nH]c1=O)C(=O)c1ccccc1 (stereo not drawn),112.5,nt,1.06,-6.5,nt,3.1,-2.9,24.3,1.52
O=C(Cn1c(=O)sc2ccccc21)N1CCOCC1,104.1,0.7,1.03,-10.3,-7.2,-0.1,-7.8,6.9,1.11
CCCC(=O)Nc1sc2c(c1C#N)CCCC2,117.2,-1.0,1.02,-7.8,7.9,-1.1,7.1,-21.5,1.09
CC(C)n1c(CNC(=O)c2ccccc2)nc2ccccc21,47.7,nt,1.05,-6.6,nt,nt,6.3,10.9,1.07
CCCc1cc(=O)[nH]c(SCC(=O)Nc2ccc(OC(F)F)cc2)n1,85.4,0.0,0.99,4.2,5.0,-1.1,5.8,1.8,1.1
CCN(CC)c1ccc(NC(=O)c2cccc(C)c2OC)c(C)c1,113.6,-4.1,1.08,-10.7,11.4,4.5,2.4,-5.1,1.11
O=C(NCCSc1ccccc1)c1ccccc1,109.0,-0.4,1.02,-4.7,-2.1,1.7,3.4,-4.1,1.06
COc1ccccc1OCC(=O)NC1CCCCCC1,117.3,2.1,1.01,-8.1,10.4,-2.9,10.6,-3.3,1.1
CCN=C1SC(CC(=O)Nc2ccc(N3CCOCC3)cc2)C(=O)N1CC (stereo not drawn),77.5,-4.7,1.03,-2.2,-1.6,-1.1,-8.6,6.2,1.11
CCOC(=O)c1ccc(-n2c(C)nc3ccccc3c2=O)cc1,127.1,2.2,0.99,-0.7,5.9,1.4,5.3,5.4,1.13
COc1ccc(-c2nc3ccccc3o2)cc1NC(=O)c1ccc(Br)o1,112.1,-1.5,1.04,-3.2,5.3,-2.7,6.9,17.6,1.2
O=C(CNCCO)NC12CC3CC(CC(C3)C1)C2,98.8,-0.9,1.03,-8.3,-2.1,-3.0,-0.6,2.4,1.06
COC(=O)c1nc(NC(=O)C(C)C)n[nH]1,102.0,1.2,1.02,-11.2,3.6,-1.5,10.5,-7.7,1.04

# New compounds follow:
SMILES,Her2 expr inh,JNK3 inh,Abs 340nm,Cdc25B inh,ROCK2 blocker,Hsp90 block,PKA inh,MKP-1 inh,Autofluor 339
COc1cc(C)nc(SCC(N)=O)n1,93.5,-5.7,0.99,-5.3,3.3,-0.5,3.9,4.0,1.16
Cc1cccc(N2CCN(C(=O)n3ccnc3)CC2)c1C,99.4,-3.2,1.01,-5.7,2.0,-21.3,3.4,14.3,1.11
CC(C)(C)NC(=O)CN(C(=O)c1ccc(CN2CCOCC2)o1)c1ccc2c(c1)OCCO2,95.3,3.8,0.98,0.1,3.9,-6.7,7.2,1.0,1.11
CCN(CC)CCCN1C(=O)C(O)=C(C(=O)c2ccc(C)o2)C1c1ccc(C)o1 (stereo not drawn),102.7,0.2,1.04,24.2,5.6,-5.9,4.0,-9.0,1.1
C=C(C)CSc1nc(N)c(C#N)c(-c2ccc(C)cc2)c1C#N,66.7,0.6,1.15,-11.3,10.0,2.2,8.9,4.7,1.27
CCCc1c(O)nc(SCC(=O)NCCc2ccc(OC)c(OC)c2)[nH]c1=O,101.7,3.8,0.98,-0.3,-0.3,-3.6,1.3,-8.1,1.04
O=C(NC(NCc1ccccn1)(C(F)(F)F)C(F)(F)F)c1ccco1,91.5,1.2,1.06,6.2,-1.9,-10.1,-2.6,0.5,1.13
Cc1c(CCC#N)c(N2CCCCC2)n2c(nc3ccccc32)c1C#N,181.6,0.3,1.02,25.1,6.4,-1.8,4.7,-22.7,1.1
COc1ccc(C2=CC(=O)OC3(CCCCC3)O2)cc1,94.7,-0.7,1.01,1.3,6.2,-7.7,6.4,-4.7,1.06
C=CCN1C2CCCC1CC(NC(=O)Nc1cccc(C(C)=O)c1)C2 (stereo not drawn),112.2,9.0,0.99,-9.7,4.1,-3.0,0.6,-6.7,1.21
COc1ccc(C(CNC(=O)c2cccc(N(C)C)c2)N2CCCC2)cc1 (stereo not drawn),82.3,-6.4,1,-12.4,0.4,-6.3,3.0,21.4,1.53
CCOC(=O)c1c(C)nc2c3ccccc3ccn12,108.0,-0.7,1.07,5.1,0.3,0.5,-3.4,25.3,1.13
O=C(Nc1nnc(-c2ccccc2)o1)c1nc2ccccc2s1,97.5,3.8,1.14,10.8,3.4,-3.7,2.0,18.3,2.19*
O=C1C2C3CCCC3=C3CCCC3C2C(=O)N1c1ccc(F)cc1 (stereo not drawn),74.4,-2.2,1.02,-6.1,-8.9,-2.4,-11.9,-4.7,1.13
NC(=O)C1CCN(CC(=O)Nc2ccccn2)CC1,67.3,-0.8,1.02,3.7,0.4,-2.6,-0.6,-0.7,1.08
CC(C)Cc1nc(N2CCCCC2)c(C#N)c2c1CCC2,111.7,-5.0,1.03,12.8,11.0,-0.5,4.9,-25.2,1.78
CC(=O)Nc1ccc(C(=O)OCCC(C)C)cc1,nt,4.0,1.06,3.7,-2.5,-0.5,-4.0,4.8,1.08
CCC(=O)Nc1cccc(NC(=O)CSc2nnc(-c3ccc(NS(C)(=O)=O)cc3)n2C)c1,88.3,-9.3,1.03,-1.7,5.1,-0.5,4.8,-27.3,1.11
CCCCNC(=O)c1ccc2c(c1)N(CC)C(=O)c1ccccc1S2(=O)=O,101.9,-3.6,1.04,-2.9,7.5,-1.8,5.9,7.9,1.06
CCOc1ccc(C(=O)Nc2ccc(Cl)cn2)cc1Cl,105.0,6.4,1,-12.6,-2.5,-5.1,-8.0,6.1,1.08
CCOC(=O)C1CCN(c2c(NCCN3CCN(c4ccccc4)CC3)c(=O)c2=O)CC1,117.5,2.2,0.99,-10.3,3.5,-0.5,4.7,-13.3,1.17
CCNCCNC(=O)c1c(O)c2ccccc2n(CC)c1=O,139.5,7.5,0.99,-2.0,2.4,-2.8,-6.5,5.9,1.03
O=S(=O)(c1ccc(OCC(O)CN2CCN(c3ccccc3O)CC2)cc1)N1CCOCC1 (stereo not drawn),120.7,-3.7,1.01,-10.7,0.8,-0.3,-1.5,0.2,1.05
COc1ccc(CC(=O)N2CCOCC2)cc1OC,94.8,-3.3,0.99,-6.0,5.0,-3.3,8.1,6.4,1.04
C(=C\c1ccccc1)/CSc1nnc(-c2cccnc2)n1Cc1ccco1,96.8,-10.5,1.01,-2.3,5.0,-5.7,4.6,10.2,1.26

# The closing 3 compounds of the section above are carried over, then new ones follow.
SMILES,Her2 expr inh,JNK3 inh,Abs 340nm,Cdc25B inh,ROCK2 blocker,Hsp90 block,PKA inh,MKP-1 inh,Autofluor 339
O=S(=O)(c1ccc(OCC(O)CN2CCN(c3ccccc3O)CC2)cc1)N1CCOCC1 (stereo not drawn),120.7,-3.7,1.01,-10.7,0.8,-0.3,-1.5,0.2,1.05
COc1ccc(CC(=O)N2CCOCC2)cc1OC,94.8,-3.3,0.99,-6.0,5.0,-3.3,8.1,6.4,1.04
C(=C\c1ccccc1)/CSc1nnc(-c2cccnc2)n1Cc1ccco1,96.8,-10.5,1.01,-2.3,5.0,-5.7,4.6,10.2,1.26
COc1ccc(C(=O)NCc2nnc(SCC(=O)N3CCCCC3)o2)cc1OC,65.0,nt,1.03,-11.0,nt,-2.8,-1.2,7.8,1.16
O=C(Cn1ccc2ccccc2c1=O)NCCC(=O)N1CCN(C2CCCCC2)CC1,94.5,-0.4,0.98,-0.1,-2.2,-5.1,-1.2,5.4,1.11
CC1(C)c2ccccc2N2CC(=O)N(CC(N)=O)C21C (stereo not drawn),83.6,-4.2,1.02,-0.8,2.5,-10.9,0.8,-16.0,1.12
O=C(NCCc1ccccc1)c1ncn[nH]1,123.6,-3.4,1.06,-5.3,9.9,-0.7,5.6,-3.3,1.2
N=c1n(Cc2ccccc2)c2ccccc2n1CC(O)c1ccccc1 (stereo not drawn),82.6,3.6,1.01,-15.3,13.2,-1.3,7.0,0.5,1.03
Cn1c(NC(=O)C2CC2)cc(=O)n(C)c1=O,103.5,0.6,1.01,-2.7,-3.5,0.4,2.4,-1.0,1.07
COc1cccc(S(=O)(=O)Nc2ccc(C(=O)N3CCN(C(=O)c4ccco4)CC3)cc2)c1,118.4,2.6,0.99,-32.1,3.1,-4.9,8.6,2.4,1.05
O=C(NCCCN1CCCC1=O)Nc1ccc(Cl)cc1,113.0,0.3,1.04,-23.5,4.8,-1.6,11.7,-7.0,1.11
O=C(c1oc(=O)c2ccccc2c1-c1ccccc1)N1CCOCC1,93.7,-2.9,1.03,0.9,-5.0,-3.0,-4.5,4.8,1.09
COc1cccc(C2/C(=C(/O)c3ccc(C)cc3)C(=O)C(=O)N2Cc2ccco2)c1 (stereo not drawn),92.2,3.1,1.09,21.4,0.1,3.3,2.0,-6.0,1.03
COc1ccc(C2(O)CCN(CC(=O)Nc3nccs3)CC2)c(OC)c1,111.1,4.4,0.98,-7.1,4.0,-3.0,6.3,-4.1,1.04
O=C(c1cnn2c(C(F)(F)F)cc(-c3ccc4c(c3)OCO4)nc12)N1CCCCC1,81.7,-5.4,1.04,-22.1,-0.4,-1.2,3.4,26.2,1.37
O=C(NCc1ccco1)c1ccc(CS(=O)(=O)Cc2ccc(F)cc2)o1,95.2,2.1,1,12.4,4.0,-2.8,15.1,-11.1,1.1

# Assay outcomes as filed in PubChem.
